# Bioassay records from PubChem BioAssay.
# FXIIa mix inh: inhibitors of human coagulation factor XIIa, pooled mixtures; AID 684; inhibition, % at 5 µM; purified FXIIa, fluorogenic substrate; 62,000 tested, 0.2% active; P00748;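 also: 0% = enzyme without compound and 100% = no enzyme blank; some results filed as inactive read as strong as hits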
# A340 absorber: compound absorbs light at 340 nm; compound absorbance at 340 nm, fold over control; fold change at 10 µM; 65,000 tested, under 10 active;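 active = at 10 µM dose, initial 340 nm absorbance at least 2 fold that of control wells; inactive = change under 2 fold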;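 also: initial absorbance extrapolated from kinetic A340 decline of NADH oxidation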
# CatB mix inh: human cathepsin B inhibition by mixtures | Purified cathepsin B, AMC dipeptide fluorescence, compound mixtures | inhibition, %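 (ten-compound pools at 5 µM per compound and 50 µM total)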 | 62,000 tested, 0.06% active | AID 488; in the data active = inhibition above about 22%, passing the limit was not always enough;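 also: 0% = enzyme without compound and 100% = no enzyme blank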
# FXIa mix inh: inhibitors of human coagulation factor XIa, pooled mixtures. P03951. purified FXIa, fluorogenic substrate. inhibition, % at 5 µM. 62,000 tested, 0.19% active. AID 680;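 also: each value is inhibition by a whole ten-compound pool holding the compound; 0% = enzyme with no mixture and 100% = wells lacking enzyme; strong numbers were not always called active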
# C1s inh: human complement C1s inhibition. mean inhibition % of two 10-compound mixtures (active compounds read high), % at 5 µM (by protocol). 62,000 tested, 0.16% active. purified C1s, fluorogenic AMC substrate, pooled mixtures. P09871;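 active = inhibition above 20% in each of the two 10-compound mixture wells holding the compound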;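 also: 0% = enzyme wells lacking compound mixture and 100% = no-enzyme blank wells; some compounds called inactive have numbers as strong as hits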
# Target sequence (P09871 16-437 limits assumed): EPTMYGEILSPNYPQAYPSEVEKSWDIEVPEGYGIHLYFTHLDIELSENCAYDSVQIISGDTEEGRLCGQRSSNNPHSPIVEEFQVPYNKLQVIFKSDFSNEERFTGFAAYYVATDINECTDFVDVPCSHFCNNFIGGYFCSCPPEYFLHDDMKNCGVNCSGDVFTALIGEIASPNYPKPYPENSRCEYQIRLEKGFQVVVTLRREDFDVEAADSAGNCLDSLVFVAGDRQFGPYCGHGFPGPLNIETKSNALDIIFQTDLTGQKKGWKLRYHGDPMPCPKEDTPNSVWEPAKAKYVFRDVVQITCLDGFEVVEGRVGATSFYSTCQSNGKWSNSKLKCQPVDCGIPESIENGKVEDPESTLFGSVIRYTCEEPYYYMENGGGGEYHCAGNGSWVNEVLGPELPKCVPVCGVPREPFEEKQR
# Target sequence (P09871 438-688 limits assumed): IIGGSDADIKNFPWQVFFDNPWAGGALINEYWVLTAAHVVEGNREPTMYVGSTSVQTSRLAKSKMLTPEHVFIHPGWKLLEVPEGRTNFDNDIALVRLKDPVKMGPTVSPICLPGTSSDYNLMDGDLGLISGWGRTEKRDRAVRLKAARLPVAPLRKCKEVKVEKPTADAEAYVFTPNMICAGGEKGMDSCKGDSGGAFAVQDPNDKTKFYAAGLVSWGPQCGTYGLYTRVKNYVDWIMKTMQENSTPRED
# CatS inh: inhibitors of human cathepsin S; recombinant cathepsin S, AMC dipeptide fluorescence, pooled mixtures; inhibition, %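 (tested at 5 µM per compound within 10-compound mixtures)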; 62,000 tested, 0.06% active; in the data active = inhibition above about 32%, passing the limit was not always enough;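 also: 0% = enzyme without compound and 100% = blank without enzyme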
# Target sequence (P25774 115-331 limits assumed): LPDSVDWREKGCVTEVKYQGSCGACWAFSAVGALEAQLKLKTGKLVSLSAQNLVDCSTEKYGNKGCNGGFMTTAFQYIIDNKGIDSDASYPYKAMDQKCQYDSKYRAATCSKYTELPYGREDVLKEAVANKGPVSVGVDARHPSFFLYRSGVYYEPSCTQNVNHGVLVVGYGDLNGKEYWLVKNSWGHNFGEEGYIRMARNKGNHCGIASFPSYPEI
# CatG inh: inhibitors of human cathepsin G. 62,000 tested, 0.2% active. P08311. purified enzyme, AMC-tetrapeptide fluorescence, pooled mixtures. inhibition, % at 5 µM (by protocol);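 active = inhibition above 20% in each of the two mixture wells holding the compound; inactive = inhibition of 20% or less in either well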;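 also: 0% = enzyme control without mixture and 100% = blank lacking enzyme; strong numbers were not always called active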
# CatL inh: inhibitors of human cathepsin L. P07711. purified cathepsin L, fluorogenic substrate, fluorescence. inhibition, %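 (tested at 10 µM)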. 58,000 tested, 0.17% active. AID 460; in the data active = inhibition above about 45%;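 also: 0% = enzyme with no compound and 100% = no enzyme blank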
# CatB block: inhibitors of human cathepsin B. inhibition, %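 (tested at 10 µM)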. 63,000 tested, 0.1% active. purified cathepsin B, fluorogenic substrate, fluorescence. P07858; in the data active = inhibition above about 21%;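 also: 0% = enzyme with no compound and 100% = no enzyme blank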
# An asterisk follows results filed as active; . = no result given. Rule as the data show it, unless noted: active = inhibition above about 20% (passing the limit was not always enough); inactive = the rest. The list is partial (hit frequency here may not be typical).
SMILES,FXIIa mix inh,A340 absorber,CatB mix inh,FXIa mix inh,C1s inh,CatS inh,CatG inh,CatL inh,CatB block
CCCCn1c(=N)n(CC(O)COc2cccc(C)c2)c2ccccc21 (stereo not given),3,1,-3,-2,2,-2,9,1,2
COCc1cc(C)nc(Nc2cc(C)ccc2C)c1C#N,2,1.1,4,9,18,-3,7,0,5
COc1ccc(NC(=O)c2ccco2)cc1NC(=O)c1cccnc1,5,1,6,10,13,-3,10,-5,2
Cc1cc(C)n2c(SC/C(O)=C(\C#N)c3nc4ccccc4[nH]3)nnc2n1,-2,1.1,1,7,3,5,0,9,3
CCc1nc(NCc2ccccn2)c2oc3ccccc3c2n1,-16,1.1,6,7,10,3,9,.,3
COc1ccc(CN(C)CC(=O)c2c(N)n(Cc3ccccc3)c(=O)n(C)c2=O)c(OC)c1,8,0.98,4,2,-7,1,10,10,-7
Cc1nn(-c2ccccc2)c2c1C1(C(=O)N(C(C)C)c3ccccc31)C(C#N)=C(N)O2 (stereo not given),6,1,6,4,-4,14,-6,-2,9
O=C(CCSc1ccccc1)NCCN1CCOCC1,7,1.1,2,5,18,-6,11,-3,1
OC(CNCc1ccco1)COc1ccccc1 (stereo not given),10,1,4,5,14,6,12,5,2
CCOC(=O)C1CCCN(C(=O)c2cc(-c3ccccc3)on2)C1 (stereo not given),-3,1,-1,0,-8,-4,-11,4,1
Cc1nc2ccc(S(=O)(=O)NCC(=O)N3CCOCC3)cc2s1,12,0.99,9,0,-35,19,-9,9,9
CC1CCCCC12NC(=O)N(Cn1nnc3ccccc3c1=O)C2=O (stereo not given),0,1,0,4,-27,12,1,8,-2
CC(C)n1c(SCC(=O)N2CCCC2)nc2c1c(=O)n(C)c(=O)n2C,12,1,-5,-2,0,-4,9,26,-4
CSC1=NC2(CCCCC2)C2=C(CCCC2)N1,7,1,4,7,16,-8,11,2,-1
Cc1ccc2cc(C(c3nnnn3C3CCCC3)N(Cc3ccccc3)Cc3ccco3)c(=O)[nH]c2c1 (stereo not given),3,1,1,17,5,3,43,11,-3

# A different layout for 3 compounds above.
SMILES | FXIIa mix inh | A340 absorber | CatB mix inh | FXIa mix inh | C1s inh | CatS inh | CatG inh | CatL inh | CatB block
CSC1=NC2(CCCCC2)C2=C(CCCC2)N1 | 7 | 1 | 4 | 7 | 16 | -8 | 11 | 2 | -1
CCCCn1c(=N)n(CC(O)COc2cccc(C)c2)c2ccccc21 (stereo not given) | 3 | 1 | -3 | -2 | 2 | -2 | 9 | 1 | 2
COc1ccc(NC(=O)c2ccco2)cc1NC(=O)c1cccnc1 | 5 | 1 | 6 | 10 | 13 | -3 | 10 | -5 | 2

# In the list so far, these contain a carbonyl joined to an NH by a bond outside any ring.
SMILES,FXIIa mix inh,A340 absorber,CatB mix inh,FXIa mix inh,C1s inh,CatS inh,CatG inh,CatL inh,CatB block
COc1ccc(NC(=O)c2ccco2)cc1NC(=O)c1cccnc1,5,1,6,10,13,-3,10,-5,2
O=C(CCSc1ccccc1)NCCN1CCOCC1,7,1.1,2,5,18,-6,11,-3,1

# The list goes on:
SMILES,FXIIa mix inh,A340 absorber,CatB mix inh,FXIa mix inh,C1s inh,CatS inh,CatG inh,CatL inh,CatB block
Cc1ccc(C(c2nnnn2Cc2cccs2)N2CCN(Cc3ccc4c(c3)OCO4)CC2)cc1 (stereo not given),6,1,2,7,12,2,10,15,2
CCOc1ccc(C(=O)NCC2CCCO2)cc1 (stereo not given),0,1.1,-2,4,5,1,4,20,-1
O=C(c1ccccc1F)N1CCN(c2ccccc2)CC1,3,1.1,2,1,-30,4,-13,3,2
CC(=O)c1ccc2c3c(ccc(O)c13)CC2,5,1,-1,10,17,2,10,2,2
O=C(c1ccccc1)c1ccc(Oc2ncccn2)cc1,16,1,1,4,-3,-4,8,3,1
COc1ccc(-c2nc(C(N)=O)c3[nH]c(=O)n(-c4ccccc4OC)c3n2)c(OC)c1,8,1.1,3,10,0,4,8,2,2
Cn1c(SCc2cc(=O)n3cc(Br)ccc3n2)nnc1C1COc2ccccc2O1 (stereo not given),-20,1.1,2,8,41,-7,21,-5,2
COc1ccc(NC(=O)CCc2nc(-c3ccccc3F)no2)cc1,0,1,-9,1,-4,-10,8,-2,1
Cc1c(C)n(CC(O)CN2CCOCC2)c2ccccc12 (stereo not given),-2,1,-1,-7,-26,-1,1,.,0
CCc1c(O)nc(SCC(=O)Nc2ccc(OC)cc2)n(C2CCCCC2)c1=O,5,1,4,8,-30,16,-1,7,-2
O=C(CSc1nc2ccccc2c(=O)[nH]1)N1CCCCCC1,5,1,3,2,3,1,5,-9,7
CC(=O)c1c(C)[nH]c(C(=O)CSc2nnc(C3CCCCC3)n2N)c1C,1,1.1,2,1,-20,-4,7,-8,2
COC(=O)c1cccc(NC(=O)C2COc3ccccc3O2)c1 (stereo not given),4,1.1,6,0,-12,17,-11,8,8
CC(=O)Nc1c2c(nn1-c1cccc(Cl)c1)CS(=O)C2 (stereo not given),11,1,3,47,49,-4,46,4,2
COC(=O)c1oc2c(c1C)C1(CCC2)SCCS1,2,1.1,-5,-2,-2,-4,11,.,0
CC1CN(C(=O)c2cc(S(=O)(=O)N3CCCC3)c(Cl)cc2Cl)CC(C)O1 (stereo not given),3,1,-3,3,-14,-3,-5,2,2
COc1cc(NC(=O)C2CC(=O)NC3=C2C(=O)CC(C)(C)C3)c(OC)cc1Cl (stereo not given),3,1,5,0,-13,9,3,12,5
COc1ccc(NC(=O)C2C(=O)N(CCO)C3(C)CC2c2ccccc2O3)cc1 (stereo not given),-20,1,-2,12,-10,8,-3,12,-2
CCC1(CC)C(=O)NC(=O)NC1=NCCc1ccc(O)cc1,-2,1,1,11,-20,7,-32,4,2
CCOC(=O)N1CCN(C(=O)CSc2nc3c(cnn3-c3ccccc3)c(=O)[nH]2)CC1,8,1,1,6,3,6,2,-9,1
Cc1ccc(CCNC(=O)C2CCN(S(=O)(=O)N3CCC4(CC3)OCCO4)CC2)cc1,11,0.98,1,-1,14,12,10,17,7
CC[N+](C)(C)c1cccc(O)c1,17,0.97,5,1,16,5,13,1,1
O=C(O)C1C2C=CC(C2)C1C(=O)N1CCOCC1 (stereo not given),-6,1,5,10,-4,9,9,11,2
CCOC(=O)N1CCN(C(=O)c2ccc3c(SCC(=O)O)c4c(nc3c2)CCC4)CC1,0,1.1,1,-2,3,2,7,20,-4
CC1C(=NO)C(C)C(c2ccc(N(C)C)cc2)NC1c1ccc(N(C)C)cc1 (stereo not given),4,1,7,4,18,-3,12,-1,1
COc1ccc2[nH]c(=O)c(-c3noc(-c4ccccc4)n3)cc2c1,-16,1,7,21,11,20,17,-15,-6
CCC(c1nnnn1CCc1ccccc1)N1CCN(c2ccc(OC)cc2)CC1 (stereo not given),7,1,2,9,-7,15,-1,12,7
O=C(O)C1CC=CCC1C(=O)NCc1cn2ccccc2n1 (stereo not given),1,1,1,-1,15,0,12,.,-2
Cc1nn(-c2ccccc2)c2sc(C(=O)n3cccn3)cc12,3,1.1,-2,6,-4,-6,5,-12,3
O=C1C2C3C=CC([C@@H]2C(=O)N1c1nccs1)C31CC1 (stereo not given in full),1,1.1,4,5,6,17,8,17,1
COC(=O)COc1ccc2occ(C(C)=O)c2c1,-13,1.1,0,8,-14,6,-3,.,6
COc1cccc(NC(=O)Cn2c(=O)n(CCCC(=O)NCc3ccco3)c(=O)c3ccccc32)c1,10,1,0,6,-3,-6,6,-2,4
CC(C)C(=O)Nc1ccccc1N1CCN(C(=O)c2ccccc2)CC1,0,1,-7,-4,-6,-2,4,3,2
O=C(c1c[nH]c2ccc(S(=O)(=O)N3CCC4(CC3)OCCO4)cc2c1=O)N1CCOCC1,28,1.1,3,2,-6,19,-6,14,1
CCCn1c(=O)c2ccccc2n2c(SCc3nnc(-c4ccccc4Br)o3)nnc12,1,1,13,-22,-1,1,0,0,3
COc1ccccc1C1CC(c2ccc(Cl)cc2)Nc2ncnn21 (stereo not given),-13,1,2,-3,-2,-3,7,.,5
CCOCCCNC(=O)C(c1ccc(C)cc1)N(Cc1ccc2c(c1)OCO2)C(=O)c1cnccn1 (stereo not given),22,1,4,2,-9,-5,-2,-2,1
CN(C)CCN(Cc1ccccc1)c1ccccn1,0,0.99,3,3,-24,-21,-4,11,2
COc1ccc(S(=O)(=O)NCc2ccccn2)cc1Cl,8,1,2,4,-20,-1,-7,3,2
CC(O)CNc1nc2c(c(=O)n(C)c(=O)n2C)n1C/C=C/c1ccccc1 (stereo not given),3,1,3,5,-4,0,0,11,-5
Cc1ccc(NC(=O)C2C3C=CC4(CN(Cc5cccnc5)C(=O)C24)O3)cc1 (stereo not given),1,1.1,1,10,0,8,0,.,2
Cc1onc(-c2ccccc2)c1C(=O)OCC(=O)Nc1ccc2c(c1)OCO2,2,1,4,6,20,-4,10,-3,0
CCCCOC(=O)Cn1c(=N)n(CCC)c2ccccc21,6,0.99,1,-11,-50,-2,-7,5,-5
CC(=O)NC(Cc1ccc(F)cc1)C(=O)NC1CCN(c2nnnn2-c2ccccc2)CC1 (stereo not given),2,1,5,6,-13,-5,-2,-2,-4
CS(=O)(=O)c1ccc2nc(NC(=O)C3COc4ccccc4O3)sc2c1 (stereo not given),8,1,1,2,3,4,-4,-11,6
CC(=O)Nc1cccc(-c2cnc3ccccc3n2)c1,3,1.1,-5,0,-16,-5,-4,5,-5
OCCN(Cc1ccccc1)CC1CC2C=CC1C2 (stereo not given),4,1.1,4,11,-27,-5,-2,.,-3
CCOC(=O)CC1(CC(=O)OCC)NC(=O)c2c(C)sc(C(=O)OCC)c2N1,6,1,-14,-24,-63,-21,-1,-19,1
Cc1nn(-c2ccccc2)c(C)c1C(=O)OCC(=O)NCc1ccco1,8,1,-8,-4,-3,7,9,5,4
O=C(CN1CCN(S(=O)(=O)c2ccccc2)CC1)Nc1cccc(C(F)(F)F)c1,8,1,1,-5,-86,2,4,.,7
CCCSc1nc(C)cc(=O)[nH]1,-3,1,1,-2,-1,0,7,5,0
Cc1ccc2[nH]c(=O)c(C(c3nnnn3C(C)(C)C)N(Cc3ccco3)CC3CCCO3)cc2c1 (stereo not given),4,1.1,1,-2,7,-3,-7,7,5
O=C(Nc1nccs1)c1ccc(S(=O)(=O)c2ccccc2)cc1,-19,1,-1,-11,-4,9,9,11,3
O=C(COc1ccc(Cl)cc1)NCc1nnc(SCC(=O)NC2CCCC2)o1,-19,1.1,45,8,9,36,10,3,-1
Cc1ccc(C(C)n2cc(C(=O)NCc3cccnc3)nn2)cc1 (stereo not given),8,1,6,1,16,6,11,1,10
COc1ccc2c(c1)CC(C1(O)C(=O)Nc3ccccc31)C2=O (stereo not given),13,1,35,24,-13,-3,17,-12,-6
CCCn1c(-c2ccc(OC)cc2)nc2nc3ccccc3nc21,8,1.2,4,-2,-25,-7,9,-166,-5
N#Cc1cnc(Nc2nc3ccccc3o2)nc1-c1ccccc1,-15,1.1,3,6,-24,-4,0,.,-4
Brc1ccc(-c2nn3c(Cc4ccccc4)nnc3s2)o1,-3,1,3,5,2,3,-2,-3,-1
CC(=O)c1c(COC(=O)c2cccnc2)nc2ccccc2[n+]1[O-],11,1,2,7,15,0,10,10,2

# Next section
SMILES,FXIIa mix inh,A340 absorber,CatB mix inh,FXIa mix inh,C1s inh,CatS inh,CatG inh,CatL inh,CatB block
CC(C)N1CC=C2C(C#N)=C(N)C(C#N)(C#N)C(c3ccccc3)C2C1 (stereo not given),7,1,4,6,-26,-5,5,-5,-2
CCc1nnc(NC(=O)c2ccc(S(=O)(=O)NCC(C)C)cc2)s1,-3,0.99,2,1,11,5,9,3,1
Cc1nc2cc(CO)ccc2n1C,12,0.99,7,7,14,15,8,6,5
Cc1occc1-c1nnc(SCC(=O)N2CCN(c3ccccc3)CC2)n1C,8,0.98,0,11,-78,-9,-1,21,5
COC(=O)c1cc(NCc2cccs2)ccc1N1CCOCC1,1,1,3,5,-11,4,-3,-4,-2
CCOC(=O)N1CCN(C(=O)c2cnn3ccccc23)CC1,0,1.1,6,3,-15,7,0,.,-3
CCOc1ccccc1CNS(=O)(=O)c1ccc2c(c1)oc(=O)n2C,-14,1,2,-1,1,4,-2,10,0
